GAA glycogen: qHTS Assay for Inhibitors and Activators of Human alpha-Glucosidase Cleavage of Glycogen; Potency, µM (series often up to 76.4 µM), without a hit: at the top dose activity change, negative = inhibition, usual class: inhibitors; Lysosomal alpha-glucosidase (Homo sapiens), P10253; recombinant GAA, glycogen substrate, Amplex Red glucose oxidase fluorescence; AID 2100, 2009; 300,000 tested, 0.38% active;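 further: 0% = full enzyme reaction and -100% = no-enzyme basal signal; the screen sought inhibitors and activators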
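Recombinant human enzyme (4 nM); glycogen substrate; 37 C, 40 min, pH 5.0. Readout: coupled glucose oxidase/Amplex Red fluorescence.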
NPSR antag: qHTS Assay for Antagonists of the Neuropeptide S Receptor: cAMP Signal Transduction; CHO-NPSR cells, cAMP TR-FRET, antagonist mode; AID 1461, 2008; Q6W5P4; Potency, µM (series often up to 38.3 µM), for the others: top-dose activity change, negative = inhibition, actives largely listed as inhibitors; 220,000 tested, 1% active; further: on the % scale 0 is the no-effect control and ±100 the full control effect; nearly all actives have a fitted effect of over 50% in size; many of its hits are not listed in these tables
Target sequence (Q6W5P4 whole entry, looked up): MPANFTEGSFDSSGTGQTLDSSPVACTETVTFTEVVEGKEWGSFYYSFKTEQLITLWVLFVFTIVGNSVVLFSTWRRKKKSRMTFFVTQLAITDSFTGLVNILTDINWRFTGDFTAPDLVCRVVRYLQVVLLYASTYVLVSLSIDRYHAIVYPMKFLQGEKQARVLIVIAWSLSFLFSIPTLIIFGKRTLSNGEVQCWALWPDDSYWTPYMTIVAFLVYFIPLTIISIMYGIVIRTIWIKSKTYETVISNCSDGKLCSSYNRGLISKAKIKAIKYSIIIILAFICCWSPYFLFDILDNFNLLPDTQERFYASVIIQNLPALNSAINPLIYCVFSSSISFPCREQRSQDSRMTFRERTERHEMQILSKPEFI
GLA spleen mod: qHTS Assay for Inhibitors and Activators of Human alpha-Galactosidase From Spleen Homogenate | human spleen homogenate, 4MU-alpha-Gal fluorescence, 40 min | Alpha-galactosidase A (Homo sapiens), P06280 | Potency, µM (top dose mostly 80 µM), inactives show at the highest dose activity change, negative = inhibition, actives largely listed as inhibitors | 240,000 tested, 0.008% active;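 further: 0% = enzyme with vehicle and -100% = no enzyme basal signal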
Target sequence (P06280 32-429 limits assumed): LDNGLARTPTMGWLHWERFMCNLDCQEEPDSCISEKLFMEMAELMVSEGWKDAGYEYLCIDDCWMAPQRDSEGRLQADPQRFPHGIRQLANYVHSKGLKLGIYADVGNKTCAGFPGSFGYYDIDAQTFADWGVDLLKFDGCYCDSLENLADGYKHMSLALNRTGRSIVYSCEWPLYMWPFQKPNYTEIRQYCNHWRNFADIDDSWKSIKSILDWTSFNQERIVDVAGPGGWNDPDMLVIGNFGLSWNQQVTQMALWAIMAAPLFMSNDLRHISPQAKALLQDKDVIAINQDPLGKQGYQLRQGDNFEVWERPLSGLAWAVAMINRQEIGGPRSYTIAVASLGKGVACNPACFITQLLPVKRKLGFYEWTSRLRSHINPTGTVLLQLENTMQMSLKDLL
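Fluorogenic readout (Ex 365/Em 440 nm) of 4-methylumbelliferone released from 1 mM 4-MU-alpha-galactoside by spleen homogenate, 40 min at 37C, pH 5.0. Data normalized to no-enzyme and enzyme controls; Hill-equation AC50 from compound titrations.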
GAA inh: qHTS Assay for Inhibitors of Human alpha-Glucosidase as a Potential Chaperone Treatment of Pompe Disease. Lysosomal alpha-glucosidase (Homo sapiens), P10253. purified human GAA, 4-MU-alpha-glucoside fluorescence. Potency, µM (titrated, usually from 76.9 µM), without a hit: top-dose activity change, negative = inhibition, most hits filed as inhibitors. 200,000 tested, 0.005% active. AID 1466, 2008;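 further: plate controls were uninhibited enzyme wells for no effect and no-enzyme background for full effect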
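Human enzyme at 4 nM with 400 uM 4-methylumbelliferyl-alpha-D-pyranoside, citrate/phosphate buffer pH 5.0, 0.005% Tween-20, 20 min at room temperature. Compounds up to 77 uM. 4-MU fluorescence (Ex 365/Em 440) read after NaOH/glycine stop; AC50 from Hill fit.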
Epigenetic reg: Quantitative High-Throughput Screen for Regulators of Epigenetic Control; murine LDR cells, GFP reporter derepression, 30 h; Potency, µM (highest dose often 53.9 µM), for inactives: at the top dose GFP activation, actives largely listed as activators; 280,000 tested, 0.2% active; further: % of control where 0% means no effect; nearly all actives have a fitted effect of over 60% in size
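Readout is the number of GFP-expressing murine LDR cells, counted by cytometry following washing. Cells were treated with compound for 30 h at 37 C; the stably integrated CMV-GFP locus is normally silent.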
ALDH1A1 block: qHTS Assay for Inhibitors of Aldehyde Dehydrogenase 1 (ALDH1A1). AID 1030, 2008. Aldehyde dehydrogenase 1A1 (Homo sapiens), P00352. Potency, µM (top dose mostly 75.3 µM), for the others: top-dose activity, negative = inhibition, usual class: inhibitors. 220,000 tested, 7.3% active. Purified ALDH1A1, NADH fluorescence, propionaldehyde substrate; active means well fitted inhibition curve with a large enough effect, not every such curve was filed as active; inconclusive means small, poorly fitted or top-dose-only effect, or another doubt; inactive means no such curve, though single readings can be large or run the other way;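 further: plate controls were no enzyme wells and a reference inhibitor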
Tau fluor counter: Counterscreen qHTS for Inhibitors of Tau Fibril Formation, Fluorescence Polarization; tau K18 P301L Alexa594 fluorescence, heparin fibrillization; Potency, µM (highest dose often 57.7 µM), for the others: top-dose activity change, negative = decrease; AID 1463, 2008; 280,000 tested, 0.93% active; further: on the % scale 0 is the no-effect control and ±100 the full control effect; nearly all actives have a fitted effect of over 55% in size
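Human tau K18 P301L (15 uM unlabeled, 0.24 uM Alexa 594-labeled) in 100 mM sodium acetate pH 7 with 20 uM heparin, 6 hr at 37 C. ThT 30 uM added, 1 hr ambient; Alexa 594 FP and total fluorescence read at 555/632 nm.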
GAA spleen mod: qHTS Assay for Inhibitors and Activators of Human alpha-Glucosidase From Spleen Homogenate; Lysosomal alpha-glucosidase (Homo sapiens), P10253; human spleen homogenate, 4-MU-alpha-glucoside fluorescence; Potency, µM (series often up to 79.9 µM), for the others: at the top dose activity change, negative = inhibition, actives largely listed as inhibitors; 240,000 tested, 0.006% active;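 further: 0% = enzyme with vehicle and -100% = no enzyme basal signal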
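AC50 values come from Hill-equation fits of concentration-response data, normalized to no-enzyme and full-activity controls. Enzyme source: 1 ug human spleen homogenate; 1 mM fluorogenic 4-MU glucoside, pH 5.0 citrate buffer, 37 C, 40 min.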
The depositor's hits bear a star; ? = inconclusive; / = not tested or not shown; & = joins results of further samples; [ ] = another dose, or the depositor's remark. Unless noted, the call rests on the fitted dose curve; in most records, active means well fitted curve in the direction sought with a large enough effect; inconclusive means small, poorly fitted or top-dose-only effect, or another doubt; inactive means no such curve, though single readings can be large; an effect the other way counts as inactive or inconclusive. Potency means the concentration at half of the fitted maximal effect. The list is partial. The share of hits here may be higher or lower than overall.

SMILES | GAA glycogen | NPSR antag | GLA spleen mod | GAA inh | Epigenetic reg | ALDH1A1 block | Tau fluor counter | GAA spleen mod
O=C(O)c1ncc(Cl)c(Cl)c1Cl | -3%&0% | 6%&1% | 4%&-7% | / | -1.8%&0.1% | / | 7%&10% | 2%&1%
Cc1cccc(Nc2ncnc3c2cnn3Cc2ccccc2)c1 | 5% | -11% | 1% | 2% | -4.8% | 22µM* | ? | -1%
Cn1cnc([N+](=O)[O-])c1Nc1ccc(O)cc1 | 28µM* | -13%[46.1 µM] | 3% | ? | -3.2% | 25µM* | -23% | -9%
CCCCCC(O)(CCCCC)C(=O)NNc1ccccc1 | ? | -10%[46.1 µM] | 6% | 1% | -1.8% | -1% | -16% | -2%
N=C1C(c2nc3ccccc3s2)=C(O)CN1C1CCCCC1 | 21% | 4% | 2% | 8% | 0.1% | 11% | 2% | 7%
Nc1cc(S(=O)(=O)Nc2cc(Cl)ccc2Cl)ccc1N1CCCC1 | 18µM* | -20% | 1% | / | -5.3% | / | ? | -5%
O=C(COC(=O)/C=C/c1ccccc1)NCc1ccc(Cl)cc1 | -3% | 11% | -12% | -1% | -2.0% | 3% | 1% | -5%
C#CCOCCOCCOCCNc1nc(N2CCN(C(=O)[C@H](C(C)C)n3cc(CCO)nn3)CC2)nc(N2CCN(C(=O)[C@H]([C@@H](C)CC)n3cc(CCCCN)nn3)CC2)n1 | 7% | 10% | 3% | 4% | 5.5% | 5% | -3% | 0%
O=C1CCC(=O)N1CN(C(=O)c1ccco1)c1ccc(Cl)c(Cl)c1 | -4% | 1%[46.1 µM] | 0% | -9% | 12% | -2% | -18% | -1%
CCCN1CCN(C(=O)CCCn2c(C)c3cnn(-c4ccccc4)c(=O)c3c2C)CC1 | -3% | -8%[46.1 µM] | 2% | -3% | -1.3% | 28µM* | -2% | 0%
Cc1ccc(C)n1-c1ccc(C(=O)N2CCC(C(N)=O)CC2)cc1 | 10% | 3% | -1% | 2% | 4.3% | -12% | 2% | -2%
Cc1ccc(NC(=O)COc2ccc(-c3nnco3)cc2)cc1S(=O)(=O)N1CCOCC1 | 8% | -2% | -15% | -1% | -0.3% | 10% | -18% | -1%
N#C/C(=C\c1ccc2c(c1)OCO2)C(N)=S | -14% | -14% | -8% | -4% | 0.5% | -10% | -15% | -2%
Cc1cc2c(c(=O)n1CCc1ccccc1)C(c1ccco1)C(C#N)=C(N)O2 (configuration not stated) | -3% | -7%[46.1 µM] | -5% | -30% | -1.4% | 9% | -5% | -3%
O=C(O)CC(CCc1ccccc1)OC1OC(CO)C(O)C(O)C1O (configuration not stated) | ? | 10% | 4% | / | 0.0% | / | ? | 3%
Cn1nnnc1SCC(=O)Nc1ccccc1[N+](=O)[O-] | 7% | -1%[46.1 µM] | 6% | 1% | -0.8% | ? | -1% | -4%
CCOc1ccc(-n2c(=O)c3sccc3n(CC(=O)NCc3ccco3)c2=O)cc1 | 1% | 1%[46.1 µM] | 3% | 5% | -0.3% | 0% | -1% | -1%
COc1ccc(NC(=O)C/C(C)=N/NC(=O)C(=O)NC2CCCCC2)c(OC)c1 | -21% | 8% | 5% | 6% | 2.2% | ? | -10% | 2%
O=C(NNc1nc2c(F)cc(F)cc2s1)C1COc2ccccc2O1 (configuration not stated) | ? | -1% | -3% | -9% | -3.4% | 7% | -6% | 0%
O=C(N/N=C/c1cccc(O)c1)c1csc2ccccc12 | -11% | -1%[46.1 µM] | 11% | -9% | 1.9% | ? | -23% | 2%
CCc1c(C(=O)NNC(=S)NC2CCCCC2)csc1C | 35µM* | -12% | 4% | -2% | 0.0% | 2% | -7% | 8%
COc1ccc(/C=N/Nc2ncnc(Cl)c2N)cc1OC | ? | -25% | 6% | -1% | -1.1% | ? | ? | 4%
CNC(=S)NN(c1ccccc1)c1ccccc1 | 1% | -11%[46.1 µM] | 10% | ? | -1.1% | 10% | -4% | 0%
N#Cc1ccc(-c2ccc(F)cc2)nc1SCC(=O)Nc1sc2c(c1C#N)CCC2 | 13% | ? | 0% | -4% | 0.0% | 25µM* | -26% | -2%

Given in markdown: part of the list above
| Structure | GAA glycogen | NPSR antag | GLA spleen mod | GAA inh | Epigenetic reg | ALDH1A1 block | Tau fluor counter | GAA spleen mod |
| --- | --- | --- | --- | --- | --- | --- | --- | --- |
| O=C(NNc1nc2c(F)cc(F)cc2s1)C1COc2ccccc2O1 (configuration not stated) | ? | -1% | -3% | -9% | -3.4% | 7% | -6% | 0% |
| O=C(N/N=C/c1cccc(O)c1)c1csc2ccccc12 | -11% | -1%[46.1 µM] | 11% | -9% | 1.9% | ? | -23% | 2% |

(more compounds)
SMILES | GAA glycogen | NPSR antag | GLA spleen mod | GAA inh | Epigenetic reg | ALDH1A1 block | Tau fluor counter | GAA spleen mod
CCCNC(=O)OC[C@@H]1O[C@H](CCO/N=C\[C@@H](C)[C@H](OCc2ccccc2)C(C)C)C=C[C@@H]1Oc1ccc(OC)cc1 | / | / | -3%[17.5 µM] | / | 0.0%[10.1 µM] | 15%[13.5 µM] | -9%[11.6 µM] | -6%[17.4 µM]
Cc1cc(C(=O)N/N=C/c2cc(Br)cc(Br)c2OC(=O)c2ccccc2)n[nH]1 | 8% | -53% | -5% | 0% | 3.3% | -1% | -16% | -7%
O=C(c1ccccc1)n1nc(-c2ccccc2)nc1NCc1ccco1 | -6% | ? | -3% | -10% | -0.2% | 5% | ? | 4%
Cc1ccc(S(=O)(=O)N2CCC(N3CCCCCC3)CC2)cc1 | 2% | 3%[46.1 µM] | 0% | -3% | -2.0% | ? | 2% | -6%
CN1CCN(c2ccc(CNS(=O)(=O)Cc3ccc(Cl)cc3)cc2)CC1 | 3% | -27% | 4% | ? | 1.1% | -6% | 2% | 12%
COC(=O)c1nn(-c2ccccc2)ccc1=O | 7% | -1%[46.1 µM] | 2% | ? | -13% | -14% | -5% | -1%
Nc1cc([N+](=O)[O-])ccc1O | ? | 3% | -3%&-1% | 0% | 8.4% | -13%&-1% | 6% | -1%&-2%
CCOC(=O)c1ccc2c(c1)n(CCO)c(C)[n+]2CC | 7% | 3%[46.1 µM] | 0% | -2%[15.4 µM] | -0.7% | 8% | 1% | 1%
CCOC(=O)c1c(NC(=O)C(=O)N/N=C/c2ccccc2O)sc2c1CCCCC2 | 0% | 16% | -8% | 7% | 6.2% | ? | -10% | 1%
COc1ccc(CCNC(=O)CSc2cccc3cccnc23)cc1OC | 8% | 2% | 5% | -2% | ? | 8% | -7% | 5%
Cn1c(=O)c(-c2cc(=O)[nH][nH]2)c(O)c2ccccc21 | -21% | 3% | 1% | 0% | -3.6% | 2% | 0% | 4%
CC1CCN(CCCOc2ccc(Cl)cc2Br)CC1 | 9% | -17% | -1% | -5% | -2.7% | ? | 1% | 3%
COc1cc(O)c(C(CCN2CCOCC2)c2cc(OC)c(OC)c(OC)c2)c(OC)c1 (configuration not stated) | -2% | 29% | 3%&3% | / | 1.6% | / | 16% | -3%&-9%
CC1CC(C)CN(CC(=O)c2cccs2)C1 (configuration not stated) | 24% | 10% | -1% | 2% | -0.1% | ? | -1% | 6%
COc1ccc2[nH]c(=O)c(CN(Cc3nnnn3Cc3ccco3)C3CCCCC3)cc2c1 | 4% | -23%[46.1 µM] | 17% | -4% | -1.6% | ? | -21% | 0%
Nn1c(Cc2cccc3ccccc23)nnc1SCCOc1ccc(Br)cc1 | -4% | -47% | -4% | 4% | -1.3% | ? | 9% | -6%
COC(=O)c1[nH]c2ccc(C)cc2c1NC(=O)CN1CCCc2ccccc21 | -15% | ? | -4% | -4% | -0.8% | ? | 7% | -5%
COCCCn1c(C)nnc1SCc1ccc(C(C)(C)C)cc1 | 16% | -6% | 2% | 9% | 2.2% | 3% | -4% | 3%
O=C(Nc1cccc(F)c1)c1c(F)c(F)c(F)c(F)c1F | 0% | -16%[46.1 µM] | 0% | 2% | 0.0% | 2% | -8% | -5%
Nc1ccccc1C(=O)N1CCCC1 | -1% | 19% | 6% | 1% | -0.4% | ? | 5% | 1%
COc1ccc(S(=O)(=O)N2C3CCC2CC(NC(=O)NC2CCCCC2)C3)cc1 (configuration not stated) | 8% | -10%[46.1 µM] | 6% | -8% | 1.5% | -6% | -5% | -1%
O=C(NCc1ccc2c(c1)OCO2)c1ccc2c(=O)n(C3CCCC3)c(=O)[nH]c2c1 | -3% | -2%[46.1 µM] | 2% | 5% | -1.1% | ? | -26% | 2%
CCCN=Cc1ccc(O)cc1 | 15% | 8% | -12% | 5% | 1.1% | 8.9µM* | 6% | -3%
O=C(O)/C=C\c1cccc(-n2cnnn2)c1 | -2% | 8% | 0% | -1% | -1.1% | 10% | 3% | 1%
FC(F)(F)c1nnc2n1N=C(c1cccs1)CS2 | 3% | 27% | 0% | 0% | -4.8% | 1% | 0% | -4%
COc1ccc(C2CC(=O)Oc3cc(C)cc(C)c32)cc1 (configuration not stated) | / | / | 7%[119 µM] | / | 3.8% | ? | -21%[81.3 µM] | 2%[119 µM]
COc1ccc(Cc2nnc(NC(=O)c3c(-c4ccccc4)noc3C)s2)cc1OC | -7% | -18% | -7% | -4% | 0.0% | 32µM* | -17% | -3%
Cc1cc(C)cc(NC(=O)N2CCCN(Cc3c(F)cccc3Cl)CC2)c1 | 2% | 20% | 2% | ? | 0.0% | 4% | -4% | 7%
CC(=O)N1N=C(N)SC1c1cccc([N+](=O)[O-])c1 (configuration not stated) | -1% | 2% | 1% | -3% | 1.3% | 5% | 0% | -20%
N#Cc1ccccc1Sc1ccccc1C(=O)N1CCOCC1 | 6% | -6%[46.1 µM] | -5% | -3% | 0.5% | -6% | 1% | -8%
NCCCCCc1cnc[nH]1 | / | / | -5% | / | ? | 3% | 1% | 3%

Source: PubChem BioAssay
